Source: PubChem
hK5 inh = human KLK5 protease inhibitors, primary screen, biochemical, 1536-well. Kallikrein-5 (Homo sapiens), Q9Y337. recombinant hK5, fluorogenic AMC substrate cleavage. inhibition, % at 5 µM. 210,000 tested, 0.59% active. AID 873, 2007;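 active = inhibition of 40% or more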;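 also: 0% = enzyme controls without compound and 100% = no-enzyme blanks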
eIF4E-4G inh = eIF4E–eIF4G protein interaction inhibitors, primary screen, biochemical, uHTS, TR-FRET, eIF4GI fragment | Eukaryotic translation initiation factor 4E (Mus musculus) + Eukaryotic translation … | TR-FRET eIF4E-eIF4GI(517-606) binding, 2 h | inhibition, % at 21.7 µM | 220,000 tested, 0.37% active | AID 782, 2007;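 also: 0% = full FRET control wells and 100% = background wells lacking eIF4GI fragment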
Cl transport mod = KCC2 cotransporter modulators, thallium flux, primary screen, cell-based, HEK293 KCC2, FluoZin-2 fluorescence, MLSMR; KCC2 cells, thallium flux FluoZin-2 fluorescence; 190,000 tested, 2.2% active; B-score of Tl+ flux slope (higher = more flux/activation; lower = inhibition) at 10 µM;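 active = thallium flux slope and its plate-corrected score both differing from the plate sample mean at a set confidence after two filtering rounds, in either direction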;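 also: slope of fluorescence scaled to starting intensity during 10 to 20 s after thallium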
thrombin 1536 = human alpha-thrombin inhibitors, primary screen, counter-screen for coagulation protease inhibitor project, biochemical, 1536-well, fluorogenic AMC substrate | Prothrombin (Homo sapiens), P00734 | Boc-VPR-AMC fluorogenic substrate cleavage | inhibition, % at 5 µM | 220,000 tested, 0.26% active | AID 1046, 2008;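 active = inhibition at or above 40%; inactive = inhibition below 40%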;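 also: 0% = enzyme with no compound and 100% = wells without enzyme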
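System: human alpha-thrombin protein; Compound dosing: one concentration per compound, 5 µM, with 0.2% DMSO; Timing: reaction at room temperature; Technique: AMC fluorescence, 355/460 nm; Controls: enzyme without compound as high, wells lacking enzyme as low.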
14-3-3 Bad PPI = inhibitors of 14-3-3 zeta/Bad binding, primary screen, biochemical, TR-FRET, bovine 14-3-3 zeta. 14-3-3 protein zeta/delta (Bos taurus), P63103. TR-FRET 14-3-3zeta/Dy647-pBad peptide displacement, 1 h. inhibition, % at 21.7 µM. 220,000 tested, 0.71% active. AID 781, 2007;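 active = inhibition above about 70%, limit read from the data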;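 also: 0% = full 14-3-3 plus peptide FRET controls and 100% = background without 14-3-3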
Target sequence (P63103 whole entry, looked up): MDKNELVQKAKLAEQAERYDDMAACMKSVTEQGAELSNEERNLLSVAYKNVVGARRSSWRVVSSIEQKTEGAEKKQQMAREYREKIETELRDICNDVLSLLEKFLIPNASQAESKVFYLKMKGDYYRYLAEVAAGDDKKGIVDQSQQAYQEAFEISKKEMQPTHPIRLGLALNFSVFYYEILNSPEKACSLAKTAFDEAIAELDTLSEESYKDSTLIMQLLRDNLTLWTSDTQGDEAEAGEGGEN
EBV gp42 inh = Epstein-Barr virus gp42 inhibitors, primary screen, biochemical, uHTS, fluorescence polarization. 220,000 tested, 0.42% active. inhibition, % (tested at 21.74 µM). Glycoprotein 42 (Epstein-Barr virus (strain AG876)), Q1HVG2. Fluorescence polarization binding assay, mP read-out. AID 1085, 2008; in the data active = inhibition above about 50%
Target sequence (Q1HVG2 whole entry, looked up): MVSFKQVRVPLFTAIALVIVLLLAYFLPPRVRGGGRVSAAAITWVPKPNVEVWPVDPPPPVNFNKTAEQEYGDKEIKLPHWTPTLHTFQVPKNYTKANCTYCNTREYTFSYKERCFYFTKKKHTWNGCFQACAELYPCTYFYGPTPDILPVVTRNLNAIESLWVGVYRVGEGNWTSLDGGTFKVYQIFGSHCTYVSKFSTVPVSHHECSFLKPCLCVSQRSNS
Furin inh = human furin inhibitors, primary screen, biochemical, fluorescence intensity; purified furin, fluorogenic substrate cleavage; inhibition, % at 30 µM; 220,000 tested, 0.061% active; in the data active = inhibition above about 25%; also: inactives centre near -15
NCF1 inh = p47phox/p22phox peptide binding inhibitors, primary screen, biochemical, uHTS, NADPH oxidase regulatory subunit. Neutrophil cytosol factor 1 (Homo sapiens), P14598. inhibition, % at 24.7 µM. fluorescence polarization, 2 h. 220,000 tested, 0.53% active;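 also: 0% = p47phox with labelled peptide and 100% = labelled peptide alone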
Target sequence (P14598 whole entry, looked up): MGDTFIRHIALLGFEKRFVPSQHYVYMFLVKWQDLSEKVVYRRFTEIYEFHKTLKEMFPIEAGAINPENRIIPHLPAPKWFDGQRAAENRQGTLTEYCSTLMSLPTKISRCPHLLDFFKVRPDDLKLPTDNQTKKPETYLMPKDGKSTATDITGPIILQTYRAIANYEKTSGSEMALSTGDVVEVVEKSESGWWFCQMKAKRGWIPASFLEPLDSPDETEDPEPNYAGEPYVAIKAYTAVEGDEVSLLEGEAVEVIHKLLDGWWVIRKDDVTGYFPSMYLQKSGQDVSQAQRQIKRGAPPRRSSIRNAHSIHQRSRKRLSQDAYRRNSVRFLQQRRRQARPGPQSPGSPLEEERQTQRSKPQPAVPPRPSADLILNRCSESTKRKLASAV
Rad51 HR inh = human RAD51 strand exchange inhibitors, primary screen, biochemical, fluorescence | hRad51 DNA strand exchange, fluorescence dequenching | inhibition, % at 10 µM | 200,000 tested, 0.085% active | AID 1385, 2008;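 active = inhibition above 40% at the single screening dose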;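 also: 0% = DMSO control wells and 100% = blanks with heterologous ssDNA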
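material = hRad51 filaments on single-stranded DNA | timing = filaments 15 min 37 °C, then compound 30 min | signal = FRET fluorescence dequenching, excitation 485 nm, emission 520 nm | benchmarks = control wells and blank wells on each plate | evaluation = percent inhibition relative to plate controls and blanks | compound = 10 µM final, single point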
The depositor's hits bear a star; · = not tested or not shown; [ ] = remark or other dose.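 The calls were made as follows, unless noted: active = inhibition above about 30% (limit read from the data); inactive = the rest.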

The first 2 entries (preview)
SMILES | hK5 inh | eIF4E-4G inh | Cl transport mod | thrombin 1536 | 14-3-3 Bad PPI | EBV gp42 inh | Furin inh | NCF1 inh | Rad51 HR inh
CCn1ncc(C2=NOC(C(=O)Nc3ccccc3C(=O)OC)C2)c1C (stereo unspecified) | -4 | 5 | -1.5 | -5 | 8 | -3 | -11 | -18 | -3
CCN(C(=O)CN1CCN(S(=O)(=O)c2cc(Cl)ccc2Cl)CC1)c1c(N)n(Cc2ccccc2)c(=O)[nH]c1=O | -15 | 5 | 0.41 | -9 | -26 | -17 | -13 | -27 | -4

The list itself (from the top)
SMILES | hK5 inh | eIF4E-4G inh | Cl transport mod | thrombin 1536 | 14-3-3 Bad PPI | EBV gp42 inh | Furin inh | NCF1 inh | Rad51 HR inh
CCn1ncc(C2=NOC(C(=O)Nc3ccccc3C(=O)OC)C2)c1C (stereo unspecified) | -4 | 5 | -1.5 | -5 | 8 | -3 | -11 | -18 | -3
CCN(C(=O)CN1CCN(S(=O)(=O)c2cc(Cl)ccc2Cl)CC1)c1c(N)n(Cc2ccccc2)c(=O)[nH]c1=O | -15 | 5 | 0.41 | -9 | -26 | -17 | -13 | -27 | -4
COc1ccc2cc(C3OCCO3)c(Cl)nc2c1 | -11 | 6 | -0.41 | 3 | 12 | 3 | -5 | 1 | 8
COc1ccc(Nc2nc(-c3cccs3)cs2)c(OC)c1 | -8 | 6 | · | 3 | 78* | 2 | -14[20 µM] | -6 | -3
O=C1CCCC2=C1C(c1ccccn1)Nc1ccc(C(=O)c3ccccc3)cc1N2 (stereo unspecified) | -16 | -3[fluorescence artefact?] | -1 | 6 | -7[fluorescence artefact?] | -3 | 11 | -8 | 7
Cc1ccnc(NS(=O)(=O)c2cc([N+](=O)[O-])ccc2C)c1 | -2 | -1 | 0.44 | -4 | -9 | -6 | -32 | 2 | -3
O=c1c2ccccc2nc(SCc2cc(F)ccc2F)n1C1CCCC1 | 10 | 5 | · | 4 | 0[fluorescence artefact?] | 38 | -17 | 4 | -2
C=CCn1c(-c2cc(Cl)ccc2OC)n[nH]c1=S | 14 | 1 | 0.039 | -4 | 11 | -5 | -9[20 µM] | -5 | 14
CCCCC(NS(=O)(=O)c1ccc(OC)cc1)C(=O)O (stereo unspecified) | -27 | -1 | 0.43 | -1 | 9 | -28 | -29 | -8 | 2
COc1ccc(S(=O)(=O)Nc2ccccc2N2CCOCC2)cc1[N+](=O)[O-] | 0 | -4 | 0.73 | -3 | 4 | -12 | -20 | -16 | ·
CC1CCc2c(sc3nc(CN4CCOCC4)nc(NS(=O)(=O)c4cccc([N+](=O)[O-])c4)c23)C1 (stereo unspecified) | -5 | 6 | 0.023 | 3 | 11 | 59* | -4[20 µM] | -16 | ·
CN(CC(=O)NC(=O)NCc1ccco1)Cc1nc2ccccc2c(=O)[nH]1 | -12 | 4 | 0.025 | -8 | -2 | 29 | -15 | -9 | 8
COc1cc(/C=C/C(=O)c2ccc(NS(=O)(=O)c3ccc(C)cc3)cc2)ccc1OC(F)F | -11 | 10[fluorescence artefact?] | -1.8 | -6 | -13 | -1 | -13 | -13 | 3
O=C(COC(=O)COc1ccc(Br)cc1)NCCC1=CCCCC1 | -4 | 0[fluorescence artefact?] | -0.12 | -3 | 10 | -5 | -23 | -5 | 1
CC(=O)Nc1nonc1-c1ccccc1 | -4 | -1[fluorescence artefact?] | -0.37 | 6 | 0 | -13 | -19 | -12 | -7
CC(=O)NCCNC(=O)c1ccc(-n2c(C)ccc2C)cc1 | 0 | 2 | 0.35 | -2 | -14 | -2 | -27 | -11 | 18
Cc1cc(NC(=O)c2cccs2)no1 | 4 | -7 | -0.52 | 4 | 3 | -17 | -28 | -9 | -10
CCOC(=O)CSC1=C(C#N)C(c2ccco2)C(C(=O)OCc2ccccc2)=C(C)N1 (stereo unspecified) | -16 | -2 | 0.16 | -10 | -6 | -6 | -5[20 µM] | -38 | 11
COc1ccc(N/N=C(/N=Nc2nc(C)cc(=O)[nH]2)c2ccccc2)cc1 | -199 | 3 | 0.35 | -1 | -2 | -6 | -7[20 µM] | 6 | 0
CCOc1ccc(-c2nnn(CC(=O)NCc3cccs3)n2)cc1 | -23 | -14 | 1.9 | -5 | -1[fluorescence artefact?] | -13 | -17 | -7 | 2
O=C(NCCc1csc(-c2ccccc2)n1)c1ccco1 | 1 | -5 | -2.9 | -6 | 1 | -8 | -10 | -10 | ·
CCn1c(-c2ccccc2)c(C(=O)CCl)c2ccccc21 | -2 | -3 | -4.3* | 8 | -9 | -9 | -33 | 2 | 11
COc1cccc(-n2c(CN3CCN(c4cccc(C)c4)C(C)C3)nc3ccc([N+](=O)[O-])cc3c2=O)c1 (stereo unspecified) | -14 | -3 | -0.63 | -9 | -10 | 5 | -6 | -2 | 2
COc1ccc(N2C(=O)N(Cc3ccc(C)cc3)c3ccccc3S2(=O)=O)cc1 | -6 | 0 | -1.4 | -9 | -7 | -3 | -21 | -10 | 4
Cc1ccc(N2C(=O)C3C(C2=O)N2CCCN2C3c2ccccc2)cc1C (stereo unspecified) | · | 1 | 1 | 0 | -2 | 2 | -21 | -5 | ·
CCN(CC)S(=O)(=O)c1ccc(NC(=O)c2ccc(N(C)S(C)(=O)=O)cc2)cc1 | -12 | 2 | -0.39 | 2 | -3 | -3 | -21[20 µM] | -6 | -3
CCCCCCNC(=O)CC(NS(=O)(=O)c1ccc(NC(C)=O)cc1)C(C)C (stereo unspecified) | 5 | 1[fluorescence artefact?] | · | -4 | -5 | -18 | -24 | -4 | 3
O=S(=O)(c1ccc(OCc2nc3ccccc3s2)c(Cl)c1)N1CCOCC1 | -2 | -2 | 0.21 | 1 | 8 | -20 | 6 | -15 | 9
Cc1nc(-c2ccc(S(=O)(=O)NCc3ccccn3)s2)cs1 | 2 | -1 | 0.0078 | 2 | 2 | -6 | -16 | -1 | ·
N/C(CCN1CCCCC1)=N/O | 4 | 2 | -0.49 | 0 | -12[fluorescence artefact?] | -4 | -24[20 µM] | 1 | 0
COc1cc(C(=O)OC(C)C(=O)NCC2CCCCC2)cc(NC(=O)c2ccco2)c1OC (stereo unspecified) | -1 | 2 | -4.3 | 3 | 9 | -75 | -11[20 µM] | -15 | -7
Cc1cc(C(=O)NCC(=O)OCC(=O)N(C)C2CCCCC2)ccc1[N+](=O)[O-] | -24 | -5[fluorescence artefact?] | 0.37 | 2 | -5 | -8 | -6 | -9 | -1
COc1nccnc1NS(=O)(=O)c1ccc(NC(=S)NC(=O)c2ccccc2)cc1 | -9 | 0 | 0.062 | 0 | -15 | 2 | -17 | -185 | 2
COc1ccc(-c2c(C)nc(N)nc2-c2ccc(OCc3ccc(C)cc3)cc2O)cc1OC | -10 | 12 | -0.61 | -2 | -11[fluorescence artefact?] | -18 | -4 | -30 | ·
COc1ccc(/C=C/C(=O)c2ccc3c4c(cccc24)CC3)cc1OC | -8 | 11 | 0.39 | -6 | 11[fluorescence artefact?] | -8 | -9 | -9 | 8
CC(C)Oc1ccc(CCc2nnc(SC(C)C(=O)O)n2-c2ccccc2)cc1 (stereo unspecified) | · | 1 | · | 2 | -3 | -1 | -24 | 3 | ·
O=C(O)CC1S/C(=N/N=C2CCCCC2)N(c2ccccc2)C1=O (stereo unspecified) | -10 | -4 | 1.2 | 2 | 1[fluorescence artefact?] | 2 | -11 | -4 | ·
CCOC(=O)N1CCN(c2cc3nccnc3cc2F)CC1 | -13 | -12 | 0.25 | 3 | -1[fluorescence artefact?] | -13 | -14[20 µM] | -22 | -5
Cc1ccc(C(=O)CC2(O)C(=O)N(Cc3ccccc3)c3ccccc32)o1 (stereo unspecified) | 6 | -4 | · | -8 | 3 | -5 | -10[20 µM] | -1 | 4
CC(C)OC(=O)CSc1nc2c(c(C3CC=CCC3)c1C#N)CCC2 (stereo unspecified) | 11 | -4[fluorescence artefact?] | -0.38 | 7 | -10 | 0 | -22[20 µM] | -20 | -5
CCOC(=O)c1c(NC(=O)C2C3C=CC(C3)C2(C)C(=O)O)sc2c1CCCC2 (stereo unspecified) | -18 | -3 | -1.1 | -2 | -9 | 6 | -5 | -9 | 3
Cc1cccc(OCc2nnc(SCC(=O)Nc3nccs3)o2)c1 | 6 | 2 | 0.9 | -9 | -7 | -8 | -24 | -4 | -20
CCOC(=O)Cn1c(C)[n+](CC(=O)c2ccccc2)c2ccccc21 | 0 | 2 | 0.15 | 1 | -13 | -7 | -22 | -4 | -4
Cc1ccc(OCC(=O)Nc2ccc(N3CCN(S(C)(=O)=O)CC3)cc2)cc1C | -2 | -1 | -0.45 | -8 | 6 | -28 | -17 | -15 | 4
NC(=O)C1CCN(C(=O)COc2cccc3cccnc23)CC1 | 2 | 6 | 0.06 | -8 | -4 | -13 | -26 | -3 | 1
COc1ccc(C(=O)NCc2cccnc2)cc1 | 8 | 3 | · | 3 | 4 | -11 | -14[20 µM] | 9 | -7
CN(C)c1cccc(C(=O)N/C=C/n2cnc3cc(C(F)(F)F)ccc32)c1 | -18 | 3 | 0.35 | -2 | 19 | -3 | -11 | -1 | 0
O=C(/C=C/c1ccccc1)NNC(=O)c1cccnc1 | -27 | 3 | 0.78 | 1 | 1 | -8 | -14[20 µM] | -4 | -3
O=C(Cc1ccccc1)NNC(=S)NC(=O)c1cccs1 | -20 | -2 | 6.8* | -6 | -11 | -10 | -13 | -18 | ·
Cc1cc(C)nc(NC(=O)c2ccc(Cl)cc2[N+](=O)[O-])c1 | -16 | 16 | 0.063 | -3 | 1[fluorescence artefact?] | 2 | -19 | -7 | 4
Additional entries
SMILES | hK5 inh | eIF4E-4G inh | Cl transport mod | thrombin 1536 | 14-3-3 Bad PPI | EBV gp42 inh | Furin inh | NCF1 inh | Rad51 HR inh
COCCCNC(=O)CCCOc1ccccc1 | -2 | -1 | 0.65 | -6 | 17[fluorescence artefact?] | -21 | -12 | -8 | -9
COc1ncnc2c1N=C1CC(C)(C)CC(N)=C1S2 | -13 | 7[fluorescence artefact?] | · | 2 | -7[fluorescence artefact?] | 81* | -12 | 27 | ·
Cn1cc(Br)c(-c2cccc(NC(=O)CC(C)(C)CC(=O)O)c2)n1 | -1 | 0 | · | -5 | -1 | -9 | -9 | -14 | -1
O=C(O)/C=C/C(=O)Nc1ccc(SC(F)(F)C(F)(F)C(F)(F)F)cc1 | -1 | 3 | -0.76 | -2 | -7 | -5 | -34 | 9 | 6

Records listed above marked active in EBV gp42 inh:
Compound | hK5 inh | eIF4E-4G inh | Cl transport mod | 14-3-3 Bad PPI | EBV gp42 inh | Furin inh | NCF1 inh | Rad51 HR inh
CC1CCc2c(sc3nc(CN4CCOCC4)nc(NS(=O)(=O)c4cccc([N+](=O)[O-])c4)c23)C1 (stereo unspecified) | -5 | 6 | 0.023 | 11 | 59* | -4[20 µM] | -16 | ·
COc1ncnc2c1N=C1CC(C)(C)CC(N)=C1S2 | -13 | 7[fluorescence artefact?] | · | -7[fluorescence artefact?] | 81* | -12 | 27 | ·
